Casp6 inh: human caspase-6 inhibitors, primary screen, biochemical, VEID-R110 fluorescence, single point, set 2; 350,000 tested, 0.53% active; AID 686996, 2013; purified caspase-6, Z-VEID-R110 cleavage fluorescence; inhibition, % at 12.5 µM; P55212;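 active means mean inhibition across replicates at least about 35%, with every replicate also reaching that limit, limit read from the data; inconclusive means only one of the two criteria met; inactive means neither criterion met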;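 further: 0% = median of neutral control wells and 100% = no fluorescence left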
Target sequence (P55212 24-179 limits assumed): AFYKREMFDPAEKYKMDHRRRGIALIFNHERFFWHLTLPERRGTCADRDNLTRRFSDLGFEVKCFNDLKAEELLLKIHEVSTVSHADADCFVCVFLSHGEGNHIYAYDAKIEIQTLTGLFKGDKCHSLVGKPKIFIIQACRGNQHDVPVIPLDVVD
Target sequence (P55212 194-293 limits assumed): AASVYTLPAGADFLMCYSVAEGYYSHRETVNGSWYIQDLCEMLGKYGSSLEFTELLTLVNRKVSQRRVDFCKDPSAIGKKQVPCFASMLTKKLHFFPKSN
PGC1a acetyl inh: inhibitors of PGC1a acetylation signal, primary screen, cell-based, U2OS, AlphaScreen, inhibitor mode; AlphaScreen anti-acetyl-lysine; with virally co-expressed GCN5 acetyltransferase; inhibition, % at 15.6 µM; 350,000 tested, 0.17% active; AID 651687, 2012;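 active means every replicate shows inhibition of at least 40%; inconclusive means mean inhibition at least 40% but some replicate below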;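 further: 0% = neutral control wells and 100% = positive control wells; some results beyond the cut were filed as inactive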
miR122 inh: miR-122 Renilla sensor signal increase in Huh7, primary screen, miR-122 inhibitor project, cell-based, single point, plate reader; activation (reporter increase), % at 12.5 µM; AID 602342, 2012; 340,000 tested, 0.3% active; Huh7 miR-122 Renilla luciferase sensor, 48 h; neutral wells = 0, positive control = 100;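 active means mean replicate activation score at least 90 and every replicate individually at or above 90; inconclusive means only one of the two criteria met; inactive means neither criterion met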;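 further: higher luciferase means less miR-122 activity so hits act as miR-122 inhibitors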
FN deposition inh: inhibitors of fibronectin matrix deposition, primary screen, AH1F cells, Alexa488-fibronectin fluorescence, plate reader. AH1F fibroblasts, overnight. inhibition, % at 12.6 µM. 350,000 tested, 0.086% active. AID 743247, 2014;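 active means mean inhibition across replicates of 30% or more, regardless of how many single replicates reach that level; inconclusive means mean under 30% yet at least half of replicates reach 30%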;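 further: positive control wells lacked labelled fibronectin entirely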
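Assay system: AH1F fibroblasts / Quantity: 10000 cells per well / Medium: DMEM plus 2% serum, read in PBS / Reagent: labelled fibronectin 24 nM / Dosing: single dose, pinned / Times: 1 h cell attachment, overnight exposure to compound and label / Signal: fluorescence, ex 485 nm, em 525 nm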
Cneo AK release: Cryptococcus neoformans cell lysis inducers, primary screen, AK release luminescence, single concentration; C. neoformans lysis, adenylate kinase release luminescence, 4 h; normalised: neutral wells 0, clomiphene wells 100; lysis activity, % at 15 µM; 360,000 tested, 0.2% active;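 active means mean lysis activity across replicates of at least 80%, whatever share of replicates individually reach that level; inactive means mean lysis activity below 80%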
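read-out = cell lysis signal | test system = log-phase Cryptococcus neoformans yeast cells | input = cells at 5 × 10^6 per mL | medium = fresh YPD growth medium | signal = luminescent adenylate kinase detection reagent | timing = 4 h at 37 °C static, read 1 h later | dosing = single dose | controls = Clomiphene as positive lysis control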
LGR2 antag: inhibitors of bursicon-induced LGR2 CRE-luciferase signal, primary screen, cell-based, HEK293, CRE-luciferase reporter, bursicon stimulation; inhibition, % at 9.99 µM; Drosophila bursicon receptor LGR2 (rickets); bursicon-stimulated, 4 h; AID 720647, 2013; 380,000 tested, 0.35% active;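 active means drop in luminescence signal, shown as inhibition above about 50% in the replicate tests, limit read from the data, passing the limit was not always enough; inconclusive means probably only some replicates passing the limit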;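 further: agonist challenge used bursicon conditioned medium at about half maximal strength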
EWS-Fli block: EWS/Fli-driven NR0B1 reporter inhibitors, primary screen, A673 cells, NR0B1 luciferase, luminescence, MLPCN library; 350,000 tested, 0.67% active; inhibition, % at 12.6 µM; AID 651661, 2012; viability-normalised;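 active means mean inhibition of at least 50% after viability correction, with every replicate also passing that limit; inconclusive means mean reaches 50% but only one of two replicates passes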;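 further: firefly luciferase signal divided by Alamar Blue viability fluorescence both relative to DMSO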
PAX8 reporter: inhibitors of PAX8-driven TPO luciferase reporter, primary screen, RMG-I cells, single concentration; SteadyGlo, 24 h; inhibition, % at 12.6 µM; 360,000 tested, 1.2% active; AID 652154, 2013;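 active means mean replicate inhibition at least 60% with every replicate also reaching 60%; inconclusive means only one of the two criteria is met; inactive means mean below 60% and not all replicates reaching 60%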;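 further: luciferase light reporting Pax8 driven TPO promoter activity; plate controls were median of neutral control wells for no effect and mitoxantrone controls for full effect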
An asterisk follows results filed as active; ? = inconclusive; nt = no result given; [ ] = dose if it differs, or a comment.

SMILES | Casp6 inh | PGC1a acetyl inh | miR122 inh | FN deposition inh | Cneo AK release | LGR2 antag | EWS-Fli block | PAX8 reporter
O=C(CCCC(=O)OCC(Cl)=C(Cl)Cl)Nc1ccccc1 | -1 | nt | nt | 0 | nt | nt | 7 | 32
O=C(C[C@@H]1C[C@@H]2c3cc(NC(=O)C4CCC4)ccc3O[C@@H]2[C@@H](CO)O1)NCc1cccnc1 | 7 | -22 | 4[16.7 µM] | -4 | -1 | 0 | 3 | -6
COc1ccc(NC(=O)Nc2ccc3c(c2)C(=O)N([C@H](C)CO)C[C@H](C)[C@H](CN(C)C(=O)Nc2c(C)noc2C)OCCCC[C@@H](C)O3)cc1 | -2 | 1 | -3[16.7 µM] | 3 | 1 | -5 | -3 | nt
O=C(N[C@H](C(=O)N1CCC[C@H]1C(=O)NCCc1ccccc1Cl)c1ccccc1)C1CCCC1 | 0 | nt | nt | 2 | nt | -8 | -5 | 9
C[C@H](CO)N1C[C@H](C)[C@H](CN(C)Cc2ccc(Cl)c(Cl)c2)Oc2ccc(NS(=O)(=O)c3cccs3)cc2C1=O | 5 | 0 | -6[16.7 µM] | nt | 5 | -7 | -2 | 20
O=C(C[C@H]1CC[C@@H]2[C@H](COC[C@H](O)CN2C(=O)Nc2ccc(F)cc2)O1)NCC1CC1 | -1 | 1 | 1[16.7 µM] | 1 | 0 | -6 | nt | nt
COC(=O)c1ccc(NC(=O)Cc2ccc(C)cc2)cc1 | nt | -2 | -5 | 7 | 4 | nt | nt | -14
CCc1ccc(-c2nc(SCC(=O)c3c(N)n(C)c(=O)n(C)c3=O)n[nH]2)cc1 | -1 | nt | -6 | 3 | -2 | 2 | 1 | 14
COc1cc(Cl)c(NC2=CC(=O)C(=O)c3ccccc32)c(OC)c1 | 23 | nt | nt | -3 | -1 | -13 | 5 | 95*
COC(=O)Cc1ccc(NC(=S)N2CCCCC2C)cc1 (configuration not stated) | 5 | nt | 1 | -2 | -4 | -23 | -5 | -3
CC(/C=N/Nc1nc(C)cc(C)n1)=C\c1ccc(C(C)C)cc1 | nt | nt | 6 | -10 | 6 | -9 | nt | -23
COc1cc2cc(C(=O)N/N=C/c3ccccc3Cl)[nH]c2cc1OC | 0 | -9 | nt | 5 | -1 | 3 | 3 | ?
CC=Cc1ccc2n(c1=O)C[C@@H]1[C@@H](CO)[C@H](C(=O)NCCN3CCCCC3)N(C(C)=O)[C@H]21 (mixture of isomers) | 1 | 21 | nt | nt | nt | -9 | 1 | nt
O=C(C1CCC1)N1CCCCN2[C@@H](CO)[C@H](c3ccc(-c4cccc(F)c4)cc3)[C@@H]2C1 | -2 | -9 | -5[16.7 µM] | nt | 2 | nt | -1 | -2
O=C(NCC(=O)N(c1ccccc1)C(C(=O)NC1CCCC1)c1ccncc1)c1ccco1 (configuration not stated) | nt | 1 | 3 | nt | -1 | 19 | nt | nt
O=C(OCC(O)CO)c1ccccc1Nc1ccnc2cc(Cl)ccc12 (configuration not stated) | 3 | -3 | -3 | 5 | -1 | -13 | 7 | -4
COc1ccc2c3c(n(C)c2c1)[C@@H](CO)N(C(=O)c1ccccc1)CC31CCN(C)CC1 | 0 | -3 | nt | nt | nt | 1 | -11 | -24
Cc1ccc(SCCC(=O)Nc2ccc(OCc3ccccc3)cc2)cc1 | nt | 6 | -2 | nt | nt | 5 | nt | -8
CCN(CC)CCCNC(=O)c1cn(C)c2ccc(S(=O)(=O)N(C)C3CCCCC3)cc2c1=O | -5 | 1 | 8 | -4 | 1 | 2 | 4 | 3
C[C@@H]1CN([C@H](C)CO)C(=O)c2cc(-c3ccncc3)cnc2O[C@H]1CN(C)C(=O)C1CCCCC1 | -1 | -5 | -5[16.7 µM] | -7 | -3 | 12 | 3 | nt
C[C@H]1CN([C@@H](C)CO)C(=O)Cc2cc(NC(=O)CCCCCC(=O)Nc3ccccc3N)ccc2O[C@@H]1CN(C)C(=O)Nc1ccc2c(c1)OCO2 | -1 | 3 | -3[16.7 µM] | nt | 52 | 10 | 4 | 3
COc1ccc(/C=C(\NC(=O)c2ccccc2)C(=O)NCC2CCCO2)cc1 (configuration not stated) | 5 | 7 | -1 | -1 | -2 | -12 | nt | 5
CC(C)NC(=O)Nc1ccc2c(c1)C(=O)N([C@@H](C)CO)C[C@@H](C)[C@@H](CN(C)S(=O)(=O)c1ccc(Cl)cc1)OCCCC[C@@H](C)O2 | -1 | -6 | 1[16.7 µM] | -11 | 102* | 1 | 10 | 0
Cc1ccccc1NC(=O)COC(=O)/C=C/c1cccc(C(F)(F)F)c1 | 14 | nt | nt | -2 | nt | nt | 2 | 2
Cn1cnc([N+](=O)[O-])c1Sc1nnc(-c2cccnc2)n1C | 2 | nt | -11 | 4 | -6 | 4 | -5 | -12

Further results follow.
SMILES | Casp6 inh | PGC1a acetyl inh | miR122 inh | FN deposition inh | Cneo AK release | LGR2 antag | EWS-Fli block | PAX8 reporter
CCOC(=O)c1[nH]cnc1C(=O)N1CCN(C(=O)OC(C)(C)C)CC1 | 7 | -14 | -2 | 1 | 0 | -34 | 4 | 7
CC1(C(=O)NC2CCCCCCC2)CC1(Cl)Cl (configuration not stated) | nt | -24 | -4 | 4 | 1 | -13 | nt | nt
O=C(NCCCOc1ccc([N+](=O)[O-])cc1Cl)OCc1ccccc1 | 2 | nt | nt | 10 | nt | -10 | 1 | nt
CCNC1(C(N)=O)CCN(Cc2ccccc2)CC1 | -8 | 11 | nt | 3 | 3 | -9 | -6 | 5
Cc1ccc(S(=O)(=O)Nc2ccc(-c3nnc(SCc4ccccc4Cl)o3)cc2)cc1 | 1 | nt | nt | 1 | nt | nt | -3 | 16
C[C@H](O)C#Cc1ccc([C@@H]2[C@H](CO)N3CCCCN(C(=O)c4cccc(F)c4)C[C@@H]23)cc1 | 1 | 12 | 1[16.7 µM] | nt | 3 | 13 | -9 | -13
COC(=O)[C@]12C[C@H](CC(=O)NCc3ccccc3)C(=O)N(Cc3ccccc3)C1=C[C@H](C(C)(C)C)O[C@@H]2C | -2 | nt | nt | -5 | nt | 15 | -6 | -2
CN(C)S(=O)(=O)c1ccc(C(=O)NCc2nnc(SCC(=O)c3ccccc3)o2)cc1 | -3 | nt | -3 | 4 | 6 | -12 | 4 | nt
COC(=O)c1ccccc1S(=O)(=O)N1CCC(C(=O)Nc2ccccc2N2CCOCC2)CC1 | -1 | 13 | -10 | 5 | 1 | 19 | 3 | -5
COc1cc(-c2nc3n(n2)C(c2ccncc2)C2=C(CCCC2=O)N3)cc(OC)c1OC (configuration not stated) | -2 | nt | nt | 3 | nt | nt | 7 | 28
C[C@@H]1CN([C@@H](C)CO)C(=O)c2cc(NC(=O)Nc3ccc4c(c3)OCO4)ccc2O[C@H]1CN(C)C(=O)Nc1ccc(F)cc1 | nt | -9 | -2[16.7 µM] | nt | 4 | -16 | 0 | -2
CCC(=O)Nc1cccc(NC(=O)c2ccc(C)cc2Cl)c1 | -1 | 14 | nt | -1 | nt | -11 | -30 | -17
COc1ccc(NC(=O)C2CCCCN2N)cc1OCC(C)C (configuration not stated) | 2 | -11 | -1 | nt | 2 | -36 | -18 | nt
Cc1cc(=O)n(CCCc2ccccc2)[nH]1 | nt | 20 | -2 | 2 | 0 | 11 | -28 | -10
COc1cc(CCC(=O)OCC(=O)NCC2CCCCC2)cc(OC)c1OC | -2 | nt | nt | -3 | nt | 16 | -2 | -6
O=C(Cn1cc([N+](=O)[O-])cn1)Nc1cccnc1 | -2 | 2 | nt | nt | nt | 2 | -9 | 2
COc1ccc(OC)c(NC(=O)CSc2nnc3ccc(-c4ccncc4)nn23)c1 | 0 | 7 | 4 | 17 | -1 | 11 | 4 | -6
CCOc1ccc(S(=O)(=O)NC2CC2)cc1 | 0 | -3 | 2 | 1 | 3 | 5 | 4 | 3
Cc1ccc(OCC(=O)Nc2cc(-c3nn4c(C)nnc4s3)ccc2C)cc1 | 1 | nt | nt | -13 | -8 | -6 | 2 | 15
O=C(Nc1ccccc1[N+](=O)[O-])C1(c2ccccc2)CCOCC1 | -5 | -17 | -1 | 15 | -1 | 2 | 7 | -2
Cc1cc(CNC(=O)COC(=O)Cn2[nH]c(=O)c3ccccc3c2=O)cc(C)c1O | 0 | nt | 1 | -3 | -1 | -1 | 3 | -4
O=C(O)C1CC=CCC1C(=O)Nc1ccc2c(c1)OCCO2 (configuration not stated) | nt | -16 | 0 | 0 | -3 | nt | nt | -36
NS(=O)(=O)c1ccc(CCNC(=O)c2ccc(Cl)c(S(=O)(=O)N3CCCCC3)c2)cc1 | 6 | nt | 6 | 4 | 0 | 23 | 12 | 1
CCCCCC(=O)N1C[C@H](n2cc(C3CC3)nn2)[C@@H](O)C[C@@H]1c1ccc(C)cc1 | 1 | nt | 0 | -2 | 1 | 0 | -13 | -11
CC(=O)Nc1ccc(/C=N/N2C(C)CCCC2C)cc1 (configuration not stated) | 1 | nt | nt | 11 | nt | 5 | -19 | 3

As entered above:
PAX8 reporter, Cc1ccc(OCC(=O)Nc2cc(-c3nn4c(C)nnc4s3)ccc2C)cc1 → 15
PAX8 reporter, O=C(Cn1cc([N+](=O)[O-])cn1)Nc1cccnc1 → 2

The results go on.
SMILES | Casp6 inh | PGC1a acetyl inh | miR122 inh | FN deposition inh | Cneo AK release | LGR2 antag | EWS-Fli block | PAX8 reporter
O=C(Nc1cccc(F)c1)N[C@H]1CC[C@@H](CCn2cc(Cc3ccccc3)nn2)O[C@H]1CO | 1 | 13 | nt | nt | -1 | -16 | 3 | 19
CC1CN(C(=O)C2(C)CC2(Br)Br)CC(C)O1 (configuration not stated) | nt | nt | 33 | 4 | -1 | 1 | nt | nt
CCOc1ccc(OCC(=O)NCCc2nc3ccccc3[nH]2)cc1 | nt | 5 | -4 | 6 | 1 | nt | nt | -6
CCOc1ccc(C(=O)c2cc([N+](=O)[O-])ccc2N2CCOCC2)cc1 | 1 | nt | nt | -19 | nt | 3 | 33 | 91*
COc1ccc(CCNC(=O)C(Sc2ccccn2)c2ccccc2)cc1OC (configuration not stated) | 2 | -4 | nt | -6 | nt | nt | 2 | -2
C[C@H]1CN([C@@H](C)CO)C(=O)c2cccc(NS(=O)(=O)c3cccs3)c2O[C@H]1CN(C)S(=O)(=O)c1cn(C)cn1 | 1 | -12 | 0[16.7 µM] | nt | -3 | 9 | 4 | nt
O=C(NCc1ccco1)/C(=C\c1cccs1)NC(=O)c1ccsc1 | 17 | 3 | 0 | -5 | 4 | nt | -12 | 3
COc1ccc(C(=O)NCCOC(C)C)cc1OC1CCN(C(C)=O)CC1 | 1 | 4 | -4 | -6 | -3 | 1 | 8 | -2
CCC(=O)N(C)C[C@@H]1Oc2ncc(Br)cc2C(=O)N([C@@H](C)CO)C[C@@H]1C | 0 | 16 | -1[16.7 µM] | -6 | -4 | -6 | -20 | nt
CC(=O)c1ccccc1NC(=O)CSc1nnc(Cc2csc(C)n2)o1 | -5 | nt | nt | 2 | nt | 24 | 1 | -21

Screening results as filed in PubChem BioAssay.
